# T cell HTS: T cell immune modulation candidate. 0.068% of 330,000 active. calls only at 7 µM. AID 2052. 2C CD8+ T cell-vesicle binding, flow cytometry; hits give low values;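 active = response, share of CD8 T cells binding vesicles, and their 90th percentile fluorescence all below set limits, cut at about 80% in these data, passing the limit was not always enough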
#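 Read-out – percent CD8+ FL2 mean versus row control · System – murine 2C transgenic CD8+ T lymphocytes · Times – 1.5 h cell–vesicle binding at 37 °C, then 20 min icy labelling · Control set – naked vesicles low, QL9 vesicles with vehicle high · Detection – cytometric PE anti-B7-1 and Alexa647 anti-CD8 signals after 1% paraformaldehyde fixation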
# Myeloid diff MLP: myeloid differentiation induction | ER-HoxA9 myeloid progenitors, lysozyme-GFP differentiation, flow cytometry | calls only at 10 µM | 1% of 360,000 active | AID 624256;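 active = normalized GFP-positive differentiation at or above the plate's own cutoff, the solvent-only control mean plus 3 SD; inconclusive = no clear call, values can overlap the other calls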;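 also: cells exposed to compound for four days before flow analysis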
# NTR1 ag: agonists of NTR1, primary screen, imaging, U2OS cells, beta-arrestin-GFP, high content (AID 493036). P30989. NTR1-U2OS beta-arrestin-GFP spot imaging, agonist mode. activation, % at 20 µM. 0.17% of 330,000 active;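 active = activation at or above 40% of the spot to cytoplasm intensity ratio, with at least 20 cells analyzed; inconclusive = wells under 20 cells, flagged as cytotoxic or low count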;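 also: 0% = DMSO without peptide and 100% = 100 nM NTR1 peptide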
# Target sequence (P30989 whole entry, looked up): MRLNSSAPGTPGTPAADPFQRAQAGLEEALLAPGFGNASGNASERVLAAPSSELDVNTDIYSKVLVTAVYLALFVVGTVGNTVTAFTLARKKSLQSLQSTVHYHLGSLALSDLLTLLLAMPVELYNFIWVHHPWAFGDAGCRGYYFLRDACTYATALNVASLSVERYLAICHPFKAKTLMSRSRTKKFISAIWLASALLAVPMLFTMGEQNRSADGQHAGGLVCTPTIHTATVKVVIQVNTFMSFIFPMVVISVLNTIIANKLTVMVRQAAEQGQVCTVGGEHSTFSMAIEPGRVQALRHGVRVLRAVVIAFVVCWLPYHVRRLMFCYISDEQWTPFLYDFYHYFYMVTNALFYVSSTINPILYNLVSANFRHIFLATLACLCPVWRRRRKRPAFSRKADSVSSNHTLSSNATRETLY
# T cell HTS vesicle-bound %: second read-out of T cell HTS, no call of its own (marks repeat the call); double positive events, %; measured here: CD8+ vesicle-bound cell fraction;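 binding gate set so that unloaded-vesicle control wells show 10% double positive cells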
# NTR1 ag cell count 20 µM: further read-out of NTR1 ag, marked with its call; cell count; measured here: cell count, cytotoxicity flag
# Myeloid diff MLP GFP+ MAC1+ %: recorded beside Myeloid diff MLP, whose call it bears; GFP+ MAC1+ double positive, %; measured here: differentiation confirmed by MAC1 staining
# * hit, by the source's call; i = inactive; ? = inconclusive; nt = no result given; + = active, no number.
SMILES,T cell HTS,T cell HTS vesicle-bound %,Myeloid diff MLP,Myeloid diff MLP GFP+ MAC1+ %,NTR1 ag,NTR1 ag cell count 20 µM
COc1ccc(-c2nnc(N(C)C(=O)C3CCOC3)s2)cc1 (stereo not drawn),i,50,i,0.7,-0.7,46
COC(=O)[C@]1(Cc2ccccc2)N[C@H](CN(C)C(=O)Nc2ccc(OC)cc2)[C@@H]2C(=O)N(C)C(=O)[C@@H]21,i,6,i,1.3,4.8,54
CCN(C(=O)COc1ccc2ccc(=O)oc2c1)C1CCCCC1,i,47,i,0.5,1.7,55
COc1ccc(CNC(=O)c2cc(C3CC3)nc3c2cnn3C(C)C)cc1,i,37,i,1.8,1.5,68
CS(=O)(=O)c1cccc(C(=O)OCC(=O)Nc2ccc3c(c2)OCO3)c1,i,36,i,0.7,3.2,37
CC(C)Cc1nnc(NC(=O)c2cccc(S(=O)(=O)N3CCN(C)CC3)c2)s1,i,42,i,0.6,-0.3,66
O=C1CN(C(=O)COC(=O)c2ccc(Br)o2)c2ccccc2N1,i,23,i,1.1,-0.3,54
O=C(Cc1ccccc1)N/N=C/c1ccccn1,i,34,i,15,0.1,44
CC1CN(C(=O)c2ccc(Cl)c(S(=O)(=O)NCc3ccco3)c2)CC(C)O1 (stereo not drawn),i,39,i,1.0,0.6,59
Cc1ccc(OCC(=O)Oc2cccc(C)c2)cc1,i,26,i,0.1,0.8,40
COc1cc(NC(=O)c2ccccc2)c(OC)cc1NC(=O)CN1C(=O)NC2(CCCCC2C)C1=O (stereo not drawn),i,33,i,0.4,-1.3,55
COc1ccc(OCC(=O)OCC(=O)c2ccc(OC)c(F)c2)cc1,i,29,i,0.8,-1.9,60
CN1CCCN(C(=O)CNC(=O)c2ccc(Cl)cc2Cl)CC1,i,30,i,0.8,1.6,54
O=C1N[C@H](Cc2ccccc2)COC(=O)[C@H](Cc2ccc(F)cc2)CC/C=C/C[C@@H]1CC(=O)N(CCO)Cc1ccccc1,i,15,i,1.1,21,58
Cn1cc(C(=O)OCC2CCN(CCNS(C)(=O)=O)CC2)c2ccccc21,i,37,i,2.0,-0.9,46
O=C1N[C@@H](Cc2ccccc2)COC(=O)[C@H](Cc2ccc(F)cc2)CC/C=C/C[C@H]1CC(=O)N(CCO)Cc1ccccc1,i,30,i,1.1,11,45
CN(CC(=O)Nc1ccc(N2CCOCC2)cc1)C(=O)C12CC3CC(CC(C3)C1)C2,i,21,i,1.7,0.9,69
Cc1cc(C(=O)NC2CCCCCC2)c2ccccc2n1,i,54,i,0.8,-1.2,65
COc1ccc(Cn2c(=O)[nH]c3cc(C(=O)NCc4ccc5c(c4)OCO5)ccc3c2=O)cc1,i,7,i,1.5,5.8,84
CS(=O)(=O)c1ccc(Cl)c(NC(=O)C2CCN(S(=O)(=O)c3cccs3)CC2)c1,i,11,i,0.2,1.1,57
COc1ccc(NC(=O)COC(=O)C2CC2)cc1S(=O)(=O)N1CCCCC1,i,51,i,0.4,7.5,42
CCCCCCC(=O)N1CCN(c2cc3c(cc2F)c(=O)c(C(=O)O)cn3CC)CC1,i,52,i,1.4,1.3,37
O=C(Nc1cccc(C2=NCCN2)c1)Nc1cccc(C2=NCCN2)c1,i,25,i,2.8,0.9,65
CCOC(=O)C1=C(COC(=O)COc2ccc(C(C)=O)cc2)NC(=O)NC1C (stereo not drawn),i,35,i,1.1,1.3,56
Cc1ccc(-c2nc(CCNC(=O)c3ccco3)cs2)cc1,i,29,i,0.6,-0.2,54

# Single records (already shown). Order of values: T cell HTS | T cell HTS vesicle-bound % | Myeloid diff MLP | Myeloid diff MLP GFP+ MAC1+ % | NTR1 ag | NTR1 ag cell count 20 µM
# Results for CC(C)Cc1nnc(NC(=O)c2cccc(S(=O)(=O)N3CCN(C)CC3)c2)s1 = i | 42 | i | 0.6 | -0.3 | 66
# Results for COc1ccc(CNC(=O)c2cc(C3CC3)nc3c2cnn3C(C)C)cc1 = i | 37 | i | 1.8 | 1.5 | 68

# Continued:
SMILES,T cell HTS,T cell HTS vesicle-bound %,Myeloid diff MLP,Myeloid diff MLP GFP+ MAC1+ %,NTR1 ag,NTR1 ag cell count 20 µM
Cc1cccc(NC(=O)CCC(=O)c2cccs2)n1,i,13,i,0.7,0.0,70
CCc1noc(C)c1C(=O)N1CCN(S(=O)(=O)c2ccc(Cl)cc2)CC1,i,38,i,0.5,5.6,60
COc1ccc(OC)c(N(CC(=O)Nc2ccccc2F)S(=O)(=O)c2ccccc2)c1,i,13,i,0.0,0.0,56
O=C1CC(c2ccc(O)cc2)Oc2ccccc21 (stereo not drawn),i,27,i,1.6,-0.7,55
CC(C)(C=O)Cc1cc(C(C)(C)C)c(O)c(C(C)(C)C)c1,i,25,i,2.0,5.7,55
CNC(=O)c1[nH]cnc1C(=O)Nc1cccc(C)c1,i,25,i,1.0,0.0,77
CCCCN(CC(=O)NC1CC1)S(=O)(=O)c1ccc(OCC)cc1,i,32,i,0.4,-1.2,77
CC(C)COC(=O)OCN1C(=O)CN(CCN2CC(=O)N(COC(=O)OCC(C)C)C(=O)C2)CC1=O,i,18,i,17,-1.1,63
CN(Cc1ccccc1)C(=O)c1[nH]cnc1C(=O)NCCCCCNC(=O)OC(C)(C)C,i,10,+,6.6*,0.3,51
CC(C)NC(=O)N(C)C[C@H]1Oc2c(NC(=O)Nc3ccc(C(F)(F)F)cc3)cccc2C(=O)N([C@H](C)CO)C[C@@H]1C,i,7,i,0.7,16,63
CC(=O)c1ccc(OCC(=O)Nc2ccc(N3CCCCC3)cc2)cc1,i,30,i,0.7,-0.8,73
Cc1ccc(S(=O)(=O)N2CCC(C(=O)OCC(=O)N(C)C3CCCCC3)CC2)cc1C,i,44,i,1.0,1.0,67
COc1ccc(S(=O)(=O)N(C)C[C@H]2Oc3ccc(NC(=O)C4CC4)cc3C(=O)N([C@H](C)CO)C[C@@H]2C)cc1,i,28,i,2.2,-0.6,57
COc1ccccc1CNC(=O)COC(=O)C1CCN(S(=O)(=O)c2ccccc2)CC1,i,54,i,0.5,0.5,61
COc1ccc(NC(=O)c2ccc(-c3ccc(-c4noc(C)n4)cc3C)cc2)cc1N1CCN(C)CC1,i,38,?,nt,22,44
Cn1c(SCC(=O)c2ccccc2)ncc(C(=O)Nc2ccc(F)cc2)c1=O,i,52,i,1.4,-0.8,51
CCCCN(C(=O)c1cnc(C)cn1)c1c(N)n(CCC)c(=O)[nH]c1=O,i,30,i,0.3,-1.2,67
CCOC(=O)CCSCC(=O)Nc1cc(C)on1,i,32,i,0.5,-1.3,90
O=C(NCCCc1ccccc1)c1cccc(S(=O)(=O)N2CCOCC2)c1,i,32,i,0.2,-1.2,95
CCOc1ccccc1N1CC(C(=O)N2CCN(Cc3ccc(C#N)cc3)CC2)CC1=O (stereo not drawn),i,41,i,1.4,-1.3,54
O=C(NCCc1nc(-c2ccccc2)no1)c1ccco1,i,26,i,1.2,1.0,81
Cc1cc(C)c2c(=O)[nH]c(SCC(=O)Nc3cccc(S(=O)(=O)N(C)C)c3)nc2n1,i,8,i,0.7,0.7,60
COC(=O)C1=C(C(=O)OC)[C@@H]2Nc3ccccc3[C@@]23C[C@@H](C(=O)OC)N(C(=O)c2cccs2)C3=N1,i,17,i,1.9,2.7,53
CCCCCCCC/C=C\CCCCCCCC(=O)NCCO,i,50,?,nt,1.2,56
COCCNC(=O)c1cc(-c2ccccc2)nn1CC1CC(c2cccc([N+](=O)[O-])c2)=NO1 (stereo not drawn),i,38,i,0.5,-0.8,89

# Part of the list above, with values under each structure.
# The line under a structure holds: T cell HTS | T cell HTS vesicle-bound % | Myeloid diff MLP | Myeloid diff MLP GFP+ MAC1+ % | NTR1 ag | NTR1 ag cell count 20 µM
- CCOC(=O)C1=C(COC(=O)COc2ccc(C(C)=O)cc2)NC(=O)NC1C (stereo not drawn)
→ i | 35 | i | 1.1 | 1.3 | 56
- O=C(NCCCc1ccccc1)c1cccc(S(=O)(=O)N2CCOCC2)c1
→ i | 32 | i | 0.2 | -1.2 | 95
- O=C1N[C@@H](Cc2ccccc2)COC(=O)[C@H](Cc2ccc(F)cc2)CC/C=C/C[C@H]1CC(=O)N(CCO)Cc1ccccc1
→ i | 30 | i | 1.1 | 11 | 45
- CCCCCCC(=O)N1CCN(c2cc3c(cc2F)c(=O)c(C(=O)O)cn3CC)CC1
→ i | 52 | i | 1.4 | 1.3 | 37

# Further compounds:
SMILES,T cell HTS,T cell HTS vesicle-bound %,Myeloid diff MLP,Myeloid diff MLP GFP+ MAC1+ %,NTR1 ag,NTR1 ag cell count 20 µM
C=CCN(C/C(=N\O)c1sc(C(=O)OCC)nc1C)c1cccc(Br)c1,i,23,i,1.5,14,72
CCN(CC(=O)Nc1c(F)cccc1F)C(=O)c1ccc2c(c1)S(=O)(=O)N=C1CCCCCN12,i,30,i,0.6,0.2,60
Cc1ccc(NC(=O)COC(=O)c2ccco2)cc1S(=O)(=O)N1CCOCC1,i,5,i,1.4,0.2,60
O=C1COc2ccc(C(=O)COC(=O)c3ccccn3)cc2N1,i,54,i,1.1,0.6,50
Cc1cc(NC(=O)CSc2nnc(C(F)(F)F)n2C)no1,i,27,i,0.9,0.1,54
COc1ccc(N(C)S(=O)(=O)c2cccc(C(=O)Nc3nc(C)c(C(C)=O)s3)c2)cc1,i,46,i,1.0,1.7,58
CCOC(=O)[C@@H]1[C@H]2COc3ccccc3[C@@H]2N2C(=O)N(c3cccc(F)c3)C(=O)[C@@]12C,i,8,i,0.6,-1.8,67
CCC(=O)c1ccc(OCC(=O)OCC(=O)c2cc(C)n(C3CC3)c2C)cc1,i,28,i,0.7,1.3,64
COc1ccc(N2CCN(C(=O)Cc3csc(NC(=O)Nc4ccccc4OC)n3)CC2)cc1,i,57,i,0.5,1.9,65
COC(=O)[C@@]12CCCCN1[C@H](c1ccc(-c3ccc(OC)cc3)c(OC)c1)[C@@H]1C(=O)N(C)C(=O)[C@@H]12,i,26,i,1.8,8.7,59
Cc1cc(Br)ccc1NC(=O)CN(C)C(=O)C1CCN(C(=O)c2ccc(F)cc2)CC1,i,59,i,1.1,1.6,70
CCN(CC(=O)Nc1ccc(OC)cc1)C(=O)c1ccc2ccccc2c1,i,48,i,0.3,0.3,41
CCNc1nc(NCC)n2c(SCC(=O)Nc3cccc(Cl)c3)nnc2n1,i,53,i,1.0,2.1,61
C[C@H](CO)N1C[C@H](C)[C@@H](CN(C)S(=O)(=O)c2cn(C)cn2)Oc2ccc(NC(=O)C3CC3)cc2C1=O,i,nt,i,1.4,6.8,80
O=C(NCc1ccccc1F)C(=O)NCC1CCCN1S(=O)(=O)c1cccs1 (stereo not drawn),i,46,i,0.8,1.1,62
COc1cc(/C=C/C(=O)OCC(=O)NC2CCS(=O)(=O)C2)ccc1OC(F)F (stereo not drawn),i,65,i,0.4,2.0,57
CCC(=O)NC(C)C(c1cccs1)N1CCOCC1 (stereo not drawn),i,24,i,0.6,1.8,50
CC1Cc2ccccc2N1Cc1cc(=O)c(OCC(=O)Nc2ccccc2)co1 (stereo not drawn),i,10,i,0.3,2.6,65
COCCCNC(=O)CC1C[C@H](C(=O)N2CCCCC2)[C@@]2(C)c3[nH]c4ccccc4c3CCN2C1=O (stereo partly drawn),i,9,i,0.7,-1.8,47
CC(C)(CO)Cc1cc(C(C)(C)C)c(O)c(C(C)(C)C)c1,i,13,i,0.9,3.6,64
Cc1cnc(C(=O)OCC(=O)N2CCC(C)CC2)cn1,i,32,i,0.3,1.9,46
C[C@H](CO)N1C[C@H](C)[C@@H](CN(C)C(=O)NC2CCCCC2)Oc2c(NS(=O)(=O)c3cn(C)cn3)cccc2C1=O,i,54,i,1.0,2.0,65
COc1ccc(NC(=O)C2=NN(c3ccccc3)C(=O)CC2)cn1,i,14,i,0.6,0.4,66
O=C(COC(=O)c1ccccc1O)NCc1ccccc1Cl,i,34,i,1.3,-1.3,69
CN(C(=O)CSc1ncn[nH]1)C1(C#N)CCCCC1,i,27,i,0.8,1.1,45
# Later entries.
SMILES,T cell HTS,T cell HTS vesicle-bound %,Myeloid diff MLP,Myeloid diff MLP GFP+ MAC1+ %,NTR1 ag,NTR1 ag cell count 20 µM
CN(CC(=O)Nc1ccccc1C(F)(F)F)C(=O)c1cccc(-n2cccc2)c1,i,28,i,1.2,-1.0,51
Cc1nc(SCC(=O)NC2CCS(=O)(=O)C2)c2c3c(sc2n1)CCC3 (stereo not drawn),i,24,i,0.5,0.8,66
O=C(NCCc1ccccc1)[C@@H]1CC=C[C@@H]2CCN(C3CCCCC3)C(=O)[C@@H]21,i,31,i,1.7,4.0,92
CCN(CC(=O)Nc1ccc(NC(C)=O)cc1)C(=O)C1CCCC1,i,40,i,1.3,-2.6,69
CCCCn1c(N)c(N(CCOC)C(=O)C2CCN(S(=O)(=O)c3ccccc3)CC2)c(=O)[nH]c1=O,i,46,i,0.2,-1.5,52
COc1cccc(COC(=O)c2sc3nc4n(c(=O)c3c2C)CCC4)c1OC,i,25,i,0.2,7.0,56
COCC(C)n1c(C)cc(C(=O)COC(=O)c2nn(C)c(=O)c3ccccc23)c1C (stereo not drawn),i,38,i,0.5,1.7,51

# Source: PubChem (several laboratories)

# These rows are one share of the data; the hit share may differ from the screen's.
